Y pestis TopoI = Yersinia pestis topoisomerase I inhibitors, primary screen, biochemical, cleavage product accumulation, plate reader, single point | DNA topoisomerase I (Yersinia pestis CO92) | Y. pestis Topo-I cleavage product accumulation | activity, % at 10 µM | 360,000 compounds, 0.064% hits; in the data active = activity above about 50%, passing the limit was not always enough; also: inactives centre near 2
Rv3671c inh = Rv3671c serine protease inhibitors, primary screen, biochemical, fluorescence polarization, M. tuberculosis H37Rv | P9WHR9 | inhibition, % at 5.96 µM | 320,000 compounds, 0.048% hits | AID 2606, 2010; in the data active = inhibition above about 38%;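 also: extracellular domain of Rv3671c used as enzyme; 0% = enzyme with DMSO and 100% = no enzyme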
Target sequence (P9WHR9 whole entry, looked up, the tested form may be a part): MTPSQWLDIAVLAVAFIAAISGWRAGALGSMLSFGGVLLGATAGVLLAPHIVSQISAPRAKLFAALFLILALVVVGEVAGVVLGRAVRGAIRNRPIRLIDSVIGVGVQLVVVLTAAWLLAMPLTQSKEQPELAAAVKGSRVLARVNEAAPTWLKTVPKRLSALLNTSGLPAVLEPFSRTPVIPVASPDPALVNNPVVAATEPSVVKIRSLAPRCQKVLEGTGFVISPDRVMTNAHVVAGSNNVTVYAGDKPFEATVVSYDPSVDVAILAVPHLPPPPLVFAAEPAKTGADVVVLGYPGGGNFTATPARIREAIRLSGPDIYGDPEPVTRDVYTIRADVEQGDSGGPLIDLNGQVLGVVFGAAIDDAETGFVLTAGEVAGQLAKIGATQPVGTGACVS
SSB-PriA inh = inhibitors of Klebsiella pneumoniae PriA binding to SSB C-terminal tail, primary screen, biochemical, AlphaScreen. PriA–SSB C-terminal tail interaction (Klebsiella pneumoniae). 430,000 compounds, 0.6% hits. AlphaScreen SSBct-PriA binding, biotinylated peptide. inhibition, % at 33 µM; in the data active = inhibition mostly above about 37%, no sharp cut-off; inactive = mostly below about 20%;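 also: plate controls were negative control peptide for no effect and reference peptide for full effect; strong numbers were not always called active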
MazEF act = activators of E. coli MazEF toxin-antitoxin RNase, primary screen, biochemical, fluorescence, uHTS; FAM/BHQ RNA-DNA oligo cleavage fluorescence, 5 h; AID 504720, 2011; 350,000 compounds, 0.32% hits; activation, % at 20 µM; Endoribonuclease toxin MazF (Escherichia coli (strain K12)), P0AE70; in the data active = activation above about 50%
Target sequence (P0AE70 whole entry, looked up): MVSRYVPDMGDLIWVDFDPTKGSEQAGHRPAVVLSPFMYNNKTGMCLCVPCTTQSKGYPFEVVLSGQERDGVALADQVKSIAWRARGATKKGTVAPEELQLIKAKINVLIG
SARS 3CLpro inh = SARS-CoV 3CLpro protease inhibitors, primary screen, biochemical, quenched FRET | Replicase polyprotein 1ab (Severe acute respiratory syndrome coronavirus), P0C6X7 | recombinant SARS-CoV 3CLpro, quenched FRET peptide cleavage | inhibition, % at 6 µM | 290,000 compounds, 0.14% hits; in the data active = inhibition above about 12%
Anthrax LF prot = Bacillus anthracis LF protease inhibitors, primary screen, biochemical, multiplex microsphere, MLPCN library | Lethal factor (Bacillus anthracis), P15917 | multiplex microsphere protease cleavage assay | inhibition, % at 10 µM | 360,000 compounds, 0.12% hits; in the data active = inhibition above about 30%; also: plate controls were buffer without enzyme for full effect and enzyme alone for no effect
PfHsp40 yeast = rescue of yeast from PfHsp40 toxicity, primary screen, S. cerevisiae, ATP luminescence | S. cerevisiae expressing PfHsp40, growth rescue | growth rescue, % at 12.5 µM | 340,000 compounds, 0.68% hits | AID 504582, 2011; in the data active = growth rescue above about 28%, passing the limit was not always enough;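 also: yeast W303a lacking pdr1 and pdr3 grown in galactose medium; growth measured after three days at 30 °C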
TcdB inh = TcdB glycohydrolase inhibitors, primary screen, biochemical, single point, plate reader | inhibition, % at 9.99 µM | 350,000 compounds, 0.24% hits | TcdB glycohydrolase enzymatic assay | Toxin B (Clostridioides difficile), P18177 | AID 652162, 2013; in the data active = inhibition above about 10%
BH1578 lux ind = inducers of Vibrio cholerae quorum light production without autoinducers, primary screen, BH1578 luxS cqsA deficient, single point; AID 588436, 2011; 350,000 compounds, 0.16% hits; V. cholerae BH1578 lux reporter, luminescence, 6 h; activation, % at 18.7 µM; in the data active = activation mostly above about 9.7%, no sharp cut-off; also: not every result past the cut was called active; inactives centre near 0; reference of the scale not given here
DUSP3 inh = VHR1 phosphatase inhibitors, primary screen, biochemical, absorbance, uHTS; 290,000 compounds, 0.52% hits; inhibition, % at 13.3 µM; recombinant VHR phosphatase, pNPP absorbance; AID 1654, 2009; in the data active = inhibition above about 50%; also: some compounds called inactive have numbers as strong as hits
Target sequence (P51452 whole entry, looked up): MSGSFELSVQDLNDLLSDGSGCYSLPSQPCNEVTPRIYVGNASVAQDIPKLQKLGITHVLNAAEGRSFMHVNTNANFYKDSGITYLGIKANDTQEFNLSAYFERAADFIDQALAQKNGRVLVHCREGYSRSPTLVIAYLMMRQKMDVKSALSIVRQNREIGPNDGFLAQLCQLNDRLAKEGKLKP
* = called active by the depositor; i = inactive; . = not tested or not shown; & = joins results of further samples.

SMILES	Y pestis TopoI	Rv3671c inh	SSB-PriA inh	MazEF act	SARS 3CLpro inh	Anthrax LF prot	PfHsp40 yeast	TcdB inh	BH1578 lux ind	DUSP3 inh
CCOC(=O)CNC(=O)Cn1cnc2sc(C)c(S(=O)(=O)N3CCOCC3)c2c1=O	-0.8	-4.2	11.9	9.1	-4.0	-1.6	-0.1	1.3	-0.3	16.3
Cc1c(Cc2ccccc2)c(=O)oc2c(C)c(OCC(=O)N[C@@H](Cc3ccccc3)C(=O)O)ccc12	1.5	-13.4	-2.6	6.0	3.2	-7.0	0.8	-0.6	-0.5	1.0
Cc1csc(NC(=O)c2ccc(=O)[nH]c2)n1	-0.1	1.4	-8.8	-3.7	-3.8	17.7	-1.2	0.9	i	14.1
Oc1ccc(Cl)c(Cl)c1Cl	-1.0	-4.8	-5.7	4.9	.	-1.1	-2.0	-0.7	-0.3	.
Cc1ccc2c(CNCc3ccccc3)cc(=O)oc2c1	-1.8	5.8	7.3	-0.3	3.5	-2.6	-0.6	-2.4	i	-19.0
CC1(c2ccc3c(c2)OCCO3)NC(=O)N(CC(=O)Nc2ccccc2)C1=O (stereo not given)	1.7	0.5	-4.0	-3.7	.	8.3	3.1	0.9	i	.
CSc1nc(C)cc(NC(N)=O)n1	-3.3	-4.3	1.3	8.8	-0.2	-2.0	0.6	.	i	-0.8
CC(C(=O)O)N1C(=O)c2cccc3cccc1c23 (stereo not given)	3.9	-8.7	-6.3	2.7	0.4	-6.1	-1.8	.	i	-9.2
O=C(CCNS(=O)(=O)c1ccc(Br)cc1)NCCc1ccccc1	-4.1	-2.3	4.9	-0.2	3.1	-0.1	-0.5	0.3	i	16.6
O=C(Nc1cc(Cl)ccc1Oc1ccccc1)c1cnccn1	1.2	3.0	-7.1	-2.5	2.4	-2.9	-1.2	.	-1.3	11.6
Cc1nc2nc(C)c(CCC(=O)O)c(C)n2n1	-3.4	1.4	-15.7	5.7	-0.8	2.7	-0.2	.	1.1	3.0
O=C(NC(=S)NNC(=O)c1ccccc1O)c1ccc([N+](=O)[O-])cc1	-15.6	27.5	-8.0	3.6	0.4	11.2	-0.5	1.1	-8.3	-2.2
O=C(CSc1cn[nH]n1)Nc1ccccc1F	7.5	3.3	-0.3	-1.4	.	.	-0.8	-3.4	-0.5	.
O=C(CCC1CCCN(Cc2ccc(O)c(Cl)c2)C1)NCc1ccccc1F (stereo not given)	0.5	6.9	-6.4	12.5	1.4	-3.5	0.6	1.8	-0.5	25.2
COCCCNC(=S)N(CCCO)Cc1cc2cc3c(cc2[nH]c1=O)OCO3	-2.8	0.9	7.8	8.5	0.2	-8.3	-0.3	0.5	-0.6	42.9

5 structures from above, sorted by number of heavy atoms, highest first.
SMILES	Y pestis TopoI	Rv3671c inh	SSB-PriA inh	MazEF act	SARS 3CLpro inh	Anthrax LF prot	PfHsp40 yeast	TcdB inh	BH1578 lux ind	DUSP3 inh
CCOC(=O)CNC(=O)Cn1cnc2sc(C)c(S(=O)(=O)N3CCOCC3)c2c1=O	-0.8	-4.2	11.9	9.1	-4.0	-1.6	-0.1	1.3	-0.3	16.3
Cc1ccc2c(CNCc3ccccc3)cc(=O)oc2c1	-1.8	5.8	7.3	-0.3	3.5	-2.6	-0.6	-2.4	i	-19.0
CC(C(=O)O)N1C(=O)c2cccc3cccc1c23 (stereo not given)	3.9	-8.7	-6.3	2.7	0.4	-6.1	-1.8	.	i	-9.2
O=C(CSc1cn[nH]n1)Nc1ccccc1F	7.5	3.3	-0.3	-1.4	.	.	-0.8	-3.4	-0.5	.
Cc1csc(NC(=O)c2ccc(=O)[nH]c2)n1	-0.1	1.4	-8.8	-3.7	-3.8	17.7	-1.2	0.9	i	14.1

Continuation:
SMILES	Y pestis TopoI	Rv3671c inh	SSB-PriA inh	MazEF act	SARS 3CLpro inh	Anthrax LF prot	PfHsp40 yeast	TcdB inh	BH1578 lux ind	DUSP3 inh
CC(=O)Nc1cccc(N/C=C(\C=O)c2nc3ccccc3o2)c1	5.2	-0.9	-2.2	11.4	4.2	2.1	0.2	.	-0.4	-8.4
O=C(CSc1nnc(CCc2ccccc2)n1-c1ccc(Cl)cc1)NCc1ccccc1	26.4	-8.2	-1.0	-1.2	5.4	0.7	10.6	.	-0.3	19.6
CC(C)Cc1nnc(NC(=O)CCC(=O)Nc2ccccc2)s1	1.6	-3.4	5.5	0.6	1.3	-1.7	-0.2	0.5	-0.2	-5.0
CC1(C)CC(=O)C=C(NCCc2c[nH]c3ccccc23)C1	-0.4	0.1	-2.7	-5.5	-4.1	-5.3	.	1.1	0.0	35.5
COC(=O)C1=CN(CCCN2CCCC2=O)C=C(C(=O)OC)C1c1ccccc1C(F)(F)F	1.3	-6.7	-12.8	2.2	-1.1	0.5	-1.4	.	-0.1	13.0
COC(=O)C1=C(c2ccc(F)cc2OCc2ccccc2)C[C@@H]2CC[C@H]1N2C(=O)NC1CCN(Cc2ccccc2)CC1	13.2	7.1	-8.5	-6.4	.	0.7	0.4	0.7	-0.3	.
O=C(NC(Cc1ccc2c(c1)OCO2)C(=O)N1CCCC1C(=O)O)c1ccccc1 (stereo not given)	1.6	-1.8	-3.8	-6.9	1.2	-5.4	-0.8	1.0	i	4.5
COc1ccc(C(=O)Nc2ccc(N3CCOCC3)cc2)cc1OC	-0.2	2.0	5.7	5.6	-1.9	-3.8	1.3	.	11.8	11.7
CC1Sc2ccc(C(=O)N(CCc3ccccc3)Cc3ccccc3)cc2NC1=O (stereo not given)	-10.7	.	.	-7.1	.	-8.8	.	0.9	i	.
C#CCOc1ccc(C2C3=C(CC(C)(C)CC3=O)N(CC(=O)O)C3=C2C(=O)CC(C)(C)C3)cc1	4.0	-10.5	1.5	3.3	-0.3	16.7	-1.5	-1.4	0.1	-22.7
C=CCNc1nc(Cl)nc(Nc2ccc(OCC)cc2)n1	-5.6	-4.6	-7.2	4.1	-3.5	0.1	-1.3	0.0	0.8	20.8
Cc1nn(Cc2ccccc2)c(C)c1NC(=O)CSc1nc2c(c(C(F)(F)F)n1)CCc1ccccc1-2	33.9	-16.6	-16.8	-3.0	6.7	-1.9	-0.9	.	-0.4	-12.9
CSCc1c(C(=O)Nc2ccc(N3CCOCC3)cc2)oc2ccccc12	23.6	0.1	7.0	4.0	-0.9	-1.6	0.0	.	i	7.8
CCOC(=O)CSc1nc(-c2ccccc2)nc2ccc(C)cc12	5.5	-6.2	-6.1	-3.6	3.9	-1.0	-1.2	0.2	-0.2	33.9
CCOc1ccc(OCCC(=O)OCC(=O)c2c(N)n(CC(C)C)c(=O)n(C)c2=O)cc1	4.1	.	.	-1.1	.	0.6	.	-0.8	-0.4	.
COC(=O)N1CCN(CCc2ccccc2)CC1	4.3	-0.1	-2.9	2.7	0.5	-2.9	1.0	0.2	-2.8	25.6
Cc1cccc(C(=O)Nc2ccnc(-c3ccncc3)n2)c1	3.8	-7.6	-6.2	6.5	1.3	-10.8	0.3	0.8	-0.4	16.6
COc1ccc([C@@H]2[C@@H]3C(=O)N(C(C)(C)C)C(=O)[C@@H]3[C@]3(Cc4ccccc4)C(=O)N(c4cccc(F)c4)C(=O)N23)cc1	3.0	4.3	-7.5	5.9	.	-2.1	0.1	0.7	i	.
Cc1ccc(CCNC(=O)C2CCN(S(=O)(=O)N3CCCCC3)CC2)cc1	2.3	6.2	-10.4	-1.4	2.6	10.8	-0.8	0.1	-0.3	-14.4
COc1ccc(NC(=O)Nc2ccc3c(c2)CC(=O)N([C@H](C)CO)C[C@@H](C)[C@H](CN(C)C(=O)Nc2ccccc2)O3)cc1	13.3	7.9	-5.7	1.2	.	-7.0	-0.3	0.8&1.0	i	.
COc1ccc(NC(=S)NCCc2ccc(Cl)cc2)c(OC)c1	-3.9	8.6	10.7	1.3	6.4	1.4	1.9	.	-5.6	18.8
CCNC(=S)NS(=O)(=O)c1ccc(Cl)cc1	3.1	0.8	3.2	8.3	-0.4	-7.9	-0.2	.	1.5	2.6
COCCCNC(=O)c1ccc(Cn2c(=O)c3ccccc3n(Cc3cc(C)ccc3C)c2=O)cc1	-2.5	1.5	-10.3	-8.7	3.9	-4.3	1.1	.	i	-12.2
O=C(COC(=O)c1ccco1)c1ccc(S(=O)(=O)N2CCCCC2)cc1	2.4	-6.6	-13.9	4.0	-2.1	2.2	1.2	-2.3	i	5.0
O=C1NC2(CCCCCC2)Oc2ccccc21	0.3	-5.5	-15.9	1.2	2.4	1.0	0.8	.	i	2.0
CCOC(=O)c1c(N)n(Cc2ccccc2)c2nc3ccccc3nc12	4.2	-143.5	-26.0	9.2	-2.8	2.9	1.2	.	-0.4	3.1
CCN(CC)C(=O)CSc1nnc(-c2ccccn2)n1-c1ccccc1OC	0.0	7.7	-2.5	3.8	3.0	-7.8	1.1	0.5	-0.3	-3.9
O=C(Nc1ccnn1C1CCN(C2CCC2)CC1)c1ccccc1	1.8	5.6	-14.8	-0.6	4.5	0.1	-0.7	1.9	i	18.7
COC(=O)CCC(=O)N1CCCC(N2CCN(c3cccc(C(F)(F)F)c3)CC2)C1 (stereo not given)	3.2	-9.6	-19.2	-10.2	-4.3	3.5	0.3	-0.5	-0.8	-13.1
CC1CCCN(c2nc3c(c(=O)n(C)c(=O)n3C)n2Cc2ccccc2)C1 (stereo not given)	23.4	3.0	-1.4	-1.4	.	10.4	-0.5	.	-1.7	15.4
Cc1ccccc1-c1cc2nc(OCC3CCCO3)n(C)c(=O)c2s1 (stereo not given)	24.7	.	.	.	.	-2.1	.	0.4	-0.1	.
C=CC(=O)NC(C)(C)Cc1ccccc1	3.6	-16.2	-13.8	2.0	3.2	0.1	-0.9	.	i	46.1
CCCn1c(C(C)NC(=O)c2ccccc2)n[nH]c1=S (stereo not given)	0.5	2.0	-4.5	9.1	6.1	-3.5	-0.8	1.0	i	13.1
O=C1NN=C(c2ccc(Cl)cc2)CC1c1c[nH]c2ccccc12 (stereo not given)	-5.9	6.5	2.6	3.4	4.2	-3.4	2.8	0.5	1.2	-2.1
CCCCn1c(NC(=O)c2ccco2)c(S(=O)(=O)c2ccc(C)cc2)c2nc3ccccc3nc21	-0.7	.	-8.4	-12.5	0.6	-0.1	1.2	0.2	-0.2	28.6
O=C(CCN1C(=O)/C(=C/c2ccc3c(c2)OCO3)SC1=S)Nc1ccc(C(=O)O)cc1	15.0	-6.2	0.2	-8.3	-4.8	-4.0	1.7	0.8	i	.

Single records, as listed above:
Record of `C=CC(=O)NC(C)(C)Cc1ccccc1` = Y pestis TopoI = 3.6; Rv3671c inh = -16.2; SSB-PriA inh = -13.8; MazEF act = 2.0; SARS 3CLpro inh = 3.2; Anthrax LF prot = 0.1; PfHsp40 yeast = -0.9; TcdB inh = .; BH1578 lux ind = i; DUSP3 inh = 46.1
Record of `O=C(CCN1C(=O)/C(=C/c2ccc3c(c2)OCO3)SC1=S)Nc1ccc(C(=O)O)cc1` = Y pestis TopoI = 15.0; Rv3671c inh = -6.2; SSB-PriA inh = 0.2; MazEF act = -8.3; SARS 3CLpro inh = -4.8; Anthrax LF prot = -4.0; PfHsp40 yeast = 1.7; TcdB inh = 0.8; BH1578 lux ind = i; DUSP3 inh = .

Screens deposited in PubChem BioAssay by several laboratories.

These rows are one share of the data. The share of hits here may be higher or lower than overall.
